MITF inh – human MITF inhibition, primary screen; O75030; AlphaScreen MITF homodimerization, bead proximity signal; inhibition, % at 2.6 µM; actives 0.91% (n = 650,000); AID 1259374; in the data active = inhibition above about 50%;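 also: 0% = vehicle wells with protein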
GPR151 ag – activators of human GPR151; actives 1% (n = 650,000); activation, % at 11.2 µM; Q8TDV0; PathHunter beta-arrestin GPR151 cells, luminescence; in the data active = activation above about 4.9%;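 also: 0% = median of compound wells and 100% = cells with positive control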
Target sequence (Q8TDV0 whole entry, looked up): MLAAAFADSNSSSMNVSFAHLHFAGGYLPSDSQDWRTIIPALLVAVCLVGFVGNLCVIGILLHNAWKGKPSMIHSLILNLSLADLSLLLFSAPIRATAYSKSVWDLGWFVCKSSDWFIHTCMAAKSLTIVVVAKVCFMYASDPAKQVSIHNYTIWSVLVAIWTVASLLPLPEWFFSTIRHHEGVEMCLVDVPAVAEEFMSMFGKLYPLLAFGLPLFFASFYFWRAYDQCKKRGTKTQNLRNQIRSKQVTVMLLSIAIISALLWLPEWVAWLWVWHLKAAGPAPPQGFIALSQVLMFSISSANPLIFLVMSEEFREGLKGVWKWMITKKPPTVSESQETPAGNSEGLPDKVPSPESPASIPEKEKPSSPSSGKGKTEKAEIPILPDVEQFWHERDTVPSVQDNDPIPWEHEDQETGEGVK
TEAD-YAP block – TEAD-YAP interaction inhibition | AID 1259422 | HEK-TIYL cells, TEAD-Gal4/YAP UAS-luciferase luminescence | actives 1.4% (n = 640,000) | inhibition, % at 9.12 µM; in the data active = inhibition above about 32%;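 also: 0% = median of test compound wells and 100% = reference inhibitor wells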
FBW7 activator – activators of human E3 ligase FBW7; AlphaScreen FBW7–phospho-cyclin E peptide binding, activator screen; actives 0.13% (n = 650,000); AID 1259310; normalized activity (activation), % at 26.1 µM; in the data active = normalized activity above about 1.9%;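 also: purified mutant Fbw7 with reduced substrate affinity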
Target sequence (Q969H0 whole entry, looked up): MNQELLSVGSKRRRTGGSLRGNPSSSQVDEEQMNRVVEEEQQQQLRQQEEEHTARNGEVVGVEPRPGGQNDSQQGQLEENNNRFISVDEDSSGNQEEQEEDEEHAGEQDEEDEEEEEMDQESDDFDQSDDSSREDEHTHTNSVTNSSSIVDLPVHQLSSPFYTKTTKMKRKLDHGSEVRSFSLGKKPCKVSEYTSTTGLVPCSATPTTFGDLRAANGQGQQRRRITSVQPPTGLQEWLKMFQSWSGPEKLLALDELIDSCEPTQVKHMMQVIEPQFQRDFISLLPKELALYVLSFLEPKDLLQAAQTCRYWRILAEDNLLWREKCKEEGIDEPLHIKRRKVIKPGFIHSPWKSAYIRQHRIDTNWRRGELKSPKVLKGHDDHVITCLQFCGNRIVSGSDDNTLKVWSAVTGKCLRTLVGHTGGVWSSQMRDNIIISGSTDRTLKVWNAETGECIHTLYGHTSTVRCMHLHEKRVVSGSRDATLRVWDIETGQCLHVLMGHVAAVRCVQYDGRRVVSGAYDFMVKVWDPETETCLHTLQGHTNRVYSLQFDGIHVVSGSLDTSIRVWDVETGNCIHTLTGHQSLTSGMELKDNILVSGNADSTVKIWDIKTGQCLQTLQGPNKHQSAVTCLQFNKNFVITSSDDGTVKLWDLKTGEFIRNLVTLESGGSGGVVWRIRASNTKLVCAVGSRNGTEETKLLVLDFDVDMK
* = called active by the depositor.

Results follow in this order: MITF inh	GPR151 ag	TEAD-YAP block	FBW7 activator
- COC(=O)c1ccc(C(=O)Nc2cc(Cl)ccc2Cl)cc1NC(=O)C(c1ccccc1)c1ccccc1
 : -9	0.8	6	-0.2
- CCOc1ccc(C(=O)Nc2ccc3oc(-c4ccccc4Br)nc3c2)cc1
 : 10	-1.0	9	0.0
- Cc1ccccc1OCC(=O)NN1Cc2ccccc2C1=N
 : 2	-1.1	10	0.5
- CCOC(=O)c1ccc(NC(=O)CSc2nnc(NC(=O)c3cccc([N+](=O)[O-])c3)s2)cc1
 : -1	-0.5	-6	-0.1
- COc1ccc(NC(=O)CN2CCN(c3ccc(C)c(Cl)c3)CC2)cc1
 : 1	1.9	2	-0.1
- CC(C)(C)c1[nH]nc2c1C(C1C=CCCC1)C(C#N)=C(N)O2 (stereo not given)
 : 1	0.6	12	-0.1
- COc1ccc(C(=O)O/N=C(\C)c2cnccn2)cc1
 : 6	1.1	-7	0.2
- COCc1nnn(-c2nonc2N)c1C(=O)N/N=C(\C)c1ccc(Cl)s1
 : 1	0.5	6	0.0
- CC(C)C(C(=O)O)N1C(=O)c2cccc([N+](=O)[O-])c2C1=O (stereo not given)
 : -8	1.3	4	0.0
- CCOC(=O)c1sc2nc(SCc3ccccc3F)n(CC3CCCO3)c(=O)c2c1C (stereo not given)
 : 10	-1.4	-9	1.6
- CC(C)c1ccc(C2/C(=C(/O)c3ccccc3)C(=O)C(=O)N2c2cccnc2)cc1 (stereo not given)
 : -16	-0.7	-8	-0.1
- CC1CCN(C(=O)CSc2ncnc3c2cnn3-c2ccc(Cl)cc2)CC1
 : 14	0.7	2	0.3
- CCOC(=O)NC(=O)c1ccc([N+](=O)[O-])o1
 : 8	-1.2	12	0.1
- CC1CCN(C(=O)CSc2nnc3n(CC(=O)N4CCCC4)c4ccccc4n23)CC1
 : 6	-1.3	5	0.4
- COc1ccc(C(=O)N[C@H](C(=O)NCc2ccccc2)C(C)C)cc1
 : -11	-0.9	7	-0.1
- O=C(COc1ccc(Cl)cc1Cl)N/N=C/c1ccc(Cl)o1
 : 2	0.3	-16	0.5
- N=c1c(C(=O)NCc2cccnc2)cc2c(=O)n3ccccc3nc2n1Cc1cccnc1
 : 6	0.0	1	-0.5
- Cc1csc(NC(=O)c2ccc(C)o2)n1
 : -5	-4.4	-42	0.0
- O=C(OCCSC1=NS(=O)(=O)c2ccccc21)c1ccc(Cl)cc1
 : 13	-0.2	-6	0.4
- CCCCC(CC)COS(=O)(=O)O (stereo not given)
 : 10	-1.2	6	-0.1

(next part)
Results follow in this order: MITF inh	GPR151 ag	TEAD-YAP block	FBW7 activator
- Cc1cc(Cl)ccc1OCC(=O)OCc1nnc(-c2ccccc2)o1
 : -2	2.0	4	0.1
- CC1Cc2nc(SCC(N)=O)n(C)c(=O)c2S1 (stereo not given)
 : 8	3.6	4	-0.2
- Cc1ccc(OC(C)c2nc(-c3ccc(OCC(N)=O)cc3)no2)cc1C (stereo not given)
 : 14	4.9	11	0.0
- CC1CCN(c2[nH]c(=S)c(C#N)c3c2CCCC3)CC1
 : 9	2.6	-1	-0.1
- CCOC(=O)Cc1csc(NC(=O)c2cccs2)n1
 : 11	-2.6	-46	0.0
- O=C1CN(C(=O)CSc2nc(Cc3cccs3)nc3ccccc23)c2ccccc2N1
 : 10	0.6	5	0.2
- COc1ccc(-n2nc3ccc(NC(=O)c4cccnc4)cc3n2)cc1
 : 13	0.0	-6	0.1
- C/C(=N\NC(=O)c1ccc(C)cc1)C(C)(C)C
 : 9	2.3	-47	-0.1
- N#CC1=C(N)OC2=C(C(=O)c3ccccc3C2=O)C1c1cccnc1 (stereo not given)
 : 10	-0.9	-2	0.3
- COc1ccc(OCCNCc2ccco2)cc1
 : 52*	1.8	0	-0.1
- CCOc1ccccc1C(=O)Nc1c2c(nn1C(C)(C)C)CS(=O)(=O)C2
 : 9	-0.4	2	-0.1
- CC1CCN(CCCNC(=O)c2ccc3c(c2)NC(=O)C(N2CCOCC2)S3)CC1 (stereo not given)
 : -2	-0.3	1	-0.4
- Cc1cccc(CN2CCN(c3nc4nonc4nc3NC3CC3)CC2)c1
 : -1	-0.9	8	0.5
- CCc1ccc(OCC(=O)Nc2cccc(I)c2)cc1
 : -12	1.0	3	-0.1
- Cc1cc(N2CCCC(CCC(=O)NCc3ccc(C)o3)C2)nc(N(C)C)n1 (stereo not given)
 : -4	0.0	2	0.1
- O=C(N=C1N=C2C=CC(Cl)=CN2Cc2ccccc21)c1cc([N+](=O)[O-])cc([N+](=O)[O-])c1
 : -9	-0.8	-17	0.3
- O=C(NCCC12CC3CC(CC(C3)C1)C2)c1cccs1
 : -21	-1.4	-23	0.0
- CC(=C1C(=O)c2ccccc2C1=O)N1CCC(C(N)=O)CC1
 : 13	2.1	1	0.6
- Cc1nc(Nc2cccc(C(C)O)c2)c2nnn(Cc3ccc(F)cc3)c2n1 (stereo not given)
 : -2	0.8	-3	-0.1
- COc1ccccc1/C=C/CN1CCN(Cc2ccc3c(c2)OCO3)CC1
 : 69*	6.1*	-3	-0.1

The last seven records of the section above lead into the next:
Results follow in this order: MITF inh	GPR151 ag	TEAD-YAP block	FBW7 activator
- CCc1ccc(OCC(=O)Nc2cccc(I)c2)cc1
 : -12	1.0	3	-0.1
- Cc1cc(N2CCCC(CCC(=O)NCc3ccc(C)o3)C2)nc(N(C)C)n1 (stereo not given)
 : -4	0.0	2	0.1
- O=C(N=C1N=C2C=CC(Cl)=CN2Cc2ccccc21)c1cc([N+](=O)[O-])cc([N+](=O)[O-])c1
 : -9	-0.8	-17	0.3
- O=C(NCCC12CC3CC(CC(C3)C1)C2)c1cccs1
 : -21	-1.4	-23	0.0
- CC(=C1C(=O)c2ccccc2C1=O)N1CCC(C(N)=O)CC1
 : 13	2.1	1	0.6
- Cc1nc(Nc2cccc(C(C)O)c2)c2nnn(Cc3ccc(F)cc3)c2n1 (stereo not given)
 : -2	0.8	-3	-0.1
- COc1ccccc1/C=C/CN1CCN(Cc2ccc3c(c2)OCO3)CC1
 : 69*	6.1*	-3	-0.1
- O=C(CSc1ccc2nnc(-c3ccc(F)cc3)n2n1)N1CCc2ccccc21
 : 14	0.7	5	0.8
- COc1ccc(S(=O)(=O)Nc2ccccn2)cc1C
 : 5	0.0	0	-0.1
- CCC(C)NC(=O)CSc1nc2nc(C)c(Cc3ccccc3F)c(C)n2n1 (stereo not given)
 : -1	-0.1	-4	-0.2
- O=C1CCCc2c1cc(C(=O)NCCCO)c(=O)n2-c1ccc(Cl)cc1
 : -1	1.3	6	-0.1
- CCc1ccc(NS(=O)(=O)c2ccc3[nH]cc(C(=O)N4CCCC4)c(=O)c3c2)cc1
 : 27	1.8	-3	0.0
- COc1ccc(Nc2ccc(N)cc2)cc1
 : 24	-1.0	-1	-0.6
- CCOC(=O)C(CCCCOc1ccc([N+](=O)[O-])cc1)C(=O)OCC
 : -17	0.8	0	-0.1
- O=C(C1CCC1)N1CCC(O)(c2cccnc2)CC1
 : 2	2.1	-10	0.0
- COC(=O)c1ccc(C(=O)Nc2ccc3nc(NC(C)=O)sc3c2)cc1
 : -6	0.1	2	-0.1
- COc1ccc(/C=C(\NC(=O)c2ccccc2)C(=O)Nc2cccc(C(C)=O)c2)cc1
 : 6	-0.4	4	0.0
- Cc1nn(C)c(C)c1NC(=O)CSc1nccc(-c2ccccc2)n1
 : 9	-1.1	-15	0.3
- O=C(Nc1ccc2oc(-c3ccccc3F)nc2c1)c1ccccc1F
 : -92	-0.7	-56	1.1
- O=C(Nc1ccc2c(c1)C(=O)NC2=O)c1ccccc1
 : 9	1.4	-7	-0.1
- CC(=O)Oc1ccccc1N1C(=O)C2CC=C(Cl)CC2C1=O (stereo not given)
 : -1	2.2	1	-0.2
- COCCn1c(=O)n(CC(=O)N2CCCCC2)c2cccnc21
 : -2	-1.6	-6	0.1
- O=C(NCCNc1cccc2ccccc12)c1ccco1
 : 11	-1.7	-13	0.1
- CN(C)c1ccc(CNC2C3CC4CC(C3)CC2C4)cc1 (stereo not given)
 : 22	-0.2	6	0.7
- O=c1oc2ccccc2cc1-c1nc2ccc(Cl)cc2[nH]1
 : 8	-2.7	-50	0.0
- COC(=O)CC(CP(=O)(O)CN1CCCC1=O)C(=O)OC (stereo not given)
 : -5	0.7	-2	0.2
- CC1(C)CCc2cc(S(=O)(=O)NCCN3CCCC3)ccc2O1
 : -8	-0.1	7	-0.2

(further entries)
Results follow in this order: MITF inh	GPR151 ag	TEAD-YAP block	FBW7 activator
- COc1cc(NC(=S)NCCCN2CCOCC2)cc(OC)c1
 : -2	0.4	-2	0.0
- Cc1ccn(CC(=O)NCCN2Cc3ccccc3OC(c3ccsc3)C2)n1 (stereo not given)
 : 2	0.4	14	0.0
- CC(=O)N1c2ccccc2NC2=C(C(=O)CC(c3ccccc3)C2)C1c1ccc(C)cc1 (stereo not given)
 : 5	-0.6	6	-0.1
- Nc1ccccc1C(c1ccc(O)cc1)c1ccc(O)cc1
 : 20	1.1	-11	-0.1
- COc1cc(=O)n2c(c1C(=O)N1CCCC1)CCN(CC1CC=CCC1)CC2 (stereo not given)
 : 1	-1.2	4	-0.1
- COc1ccc(N=c2oc3ccccc3cc2C(=O)Nc2ccc(C)cc2)cc1
 : -2	0.8	0	0.1
- Cc1ccc(-n2cc(C(=O)Nc3ccc(Br)cc3C)c3ccccc3c2=O)cc1C
 : 1	-1.4	-2	0.0
- CCOc1nc(NC(=O)NS(=O)(=O)Oc2ccccc2F)nc(-c2ccccc2)n1
 : 2	-0.7	-12	-0.1
- COC(=O)C(C)NS(=O)(=O)c1ccc([N+](=O)[O-])cc1 (stereo not given)
 : 9	1.3	13	-0.1
- O=C(Nc1ccc(S(=O)(=O)NC2CCCCC2)cc1)c1ccc([N+](=O)[O-])cc1
 : 0	-0.5	2	-0.1
- CC(CCl)Cn1c(Br)nc2c1c(=O)n(C)c(=O)n2C (stereo not given)
 : 9	-2.6	1	0.1
- CCN(CC)c1ccc(C2NC(=O)NC(C)=C2C(=O)OCC(F)(F)F)cc1 (stereo not given)
 : 5	-0.4	5	-0.2
- COc1ccc(/C=C/C(=O)Nc2nc3ccccc3s2)cc1
 : 14	1.6	-17	1.3
- COC(=O)c1ccc(NC(=O)c2c(NCc3cccc(OC)c3OC)sc3c2CCC(C)C3)cc1 (stereo not given)
 : -1	0.7	15	-0.2
- Cc1ccc(-c2cc(C(=O)Nc3cccc(Cl)c3)c3ccccc3n2)cc1C
 : -7	-0.2	-9	-0.1
- COc1ccc(C)cc1S(=O)(=O)N1CCCC(C(=O)N2CCOCC2)C1 (stereo not given)
 : -6	0.0	-3	-0.2
- CN1C(=O)c2ccc(C(=O)Nc3ccc(Sc4ccc([N+](=O)[O-])cc4)cc3)cc2C1=O
 : -80	0.5	5	0.0
- O=C(Nc1ccon1)c1ccc(Br)o1
 : 3	-1.7	-5	0.2
- CCn1c(C2COc3ccccc3O2)nc2ccc(-c3ccnc(N)n3)cc21 (stereo not given)
 : 8	1.9	8	0.0
- OC(CON=C1c2ccccc2-c2ccccc21)Cn1nnc2ccccc21 (stereo not given)
 : -5	-0.7	-14	-0.3

Remaining list, next part
Results follow in this order: MITF inh	GPR151 ag	TEAD-YAP block	FBW7 activator
- CN1CCN(C(=O)C2CC(c3ccc(Cl)cc3)=NO2)CC1 (stereo not given)
 : 7	-0.7	-28	0.1
- COc1ccccc1C(=O)Nc1cccc(N2CCC(NCCc3cccs3)CC2)c1
 : 20	-0.9	51*	0.0
- CC1CCCN(C(=O)c2cc(S(=O)(=O)N3CCc4ccccc43)cn2C)C1 (stereo not given)
 : 12	0.7	9	0.0
- O=S(=O)(NCc1ccc(-c2cccs2)cc1)c1ccc(N2CCOCC2)nc1
 : 1	4.4	10	0.5
- O=C(O)CCCCCN1C(=O)C(=O)/C(=C(\O)c2ccccc2)C1c1ccc(O)cc1 (stereo not given)
 : 2	1.0	0	0.0
- O=C(NCCOc1ccccc1)c1ccc2nc(-c3ccc(N4CCOCC4)nc3)sc2c1
 : 7	0.5	-34	0.1
- Cc1cccc(NC(=O)CSc2nc3ccccc3c(=O)n2-c2ccc(Cl)cc2)c1
 : 6	1.8	14	-0.1
- CCOC(=O)c1ccc(CNC(=O)c2cc(CCc3ccccc3)no2)o1
 : -7	0.0	12	0.1
- CCc1ccc(NC(=O)CSc2nc3ccccc3c(=O)n2CC2CCCO2)cc1 (stereo not given)
 : 11	-0.6	8	0.2
- COc1ccc(-c2noc(N3CCCCC3)n2)cc1
 : -11	-4.5	-13	0.0
- CC(C(=O)N1CCN(Cc2ccccc2)CC1)N(c1ccc(Cl)cc1)S(C)(=O)=O (stereo not given)
 : 83*	1.2	15	0.0
- CCc1ccc(C(C)NC(=O)COc2ccc3ccccc3c2)cc1 (stereo not given)
 : -2	0.3	-4	-0.2
- COC(=O)c1ccc(/C=C2\NC(=S)N(c3ccc(OC)cc3)C2=O)cc1
 : 5	6.7*	12	0.1
- COc1cccc(CN2CCCC(CNC(=O)c3cccnc3)C2)c1 (stereo not given)
 : 0	0.3	-5	-0.2
- Cc1cccc(/C=N/Nc2nncc3ccccc23)c1
 : -6	-5.9	67*	-0.2
- Cc1ccc(N(C)C(=O)n2cnc3ccccc32)cc1
 : 8	-0.7	9	0.0
- O=C1CCCN1CCCNc1c2c(nc3cc(-c4ccc(F)cc4)nn13)CCCC2
 : 8	-1.3	12	0.4
- COc1cc([N+](=O)[O-])c(Cl)cc1-c1ccc(/C=C(\C#N)c2nc3ccc(C)cc3[nH]2)o1
 : 9	-1.6	-7	0.0
- O=C(CCC(=O)c1ccc(F)cc1)NCc1ccccc1
 : 7	-0.2	1	0.4
- CC(C)(C)C(=O)CSc1nc2cc(C(=O)N3CCN(c4ccccc4)CC3)ccc2c(=O)n1CCc1ccccc1
 : -10	-2.0	-6	-0.1

Source: PubChem BioAssay (The Scripps Research Institute Molecular Screening Center)
